High-throughput results: PubChem BioAssay, Broad Institute
Xi reactivation – activators of inactive X chromosome reactivation, primary screen, imaging, XiGFP fibroblasts, GFP high-content imaging, set 2; actives 0.055% (n = 360,000); activation, % at 7.58 µM; XiGFP mouse fibroblasts, % GFP-positive cells imaging, 3 d; cells co-treated with 5-aza-dC sensitizer; scaled so ellipticine positive control = 100%;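 active means mean normalized replicate activation at least 10% and every replicate at or above 10%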;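 further: 0% = median of on-plate neutral control wells and 100% = ellipticine 6 µM median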
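Material: SV40-immortalized XiGFP fibroblast cells, line 68-5-11 | Buffer or medium: DMEM containing 5-aza-dC | Dosing: One concentration, pinned | Times: 3 d treatment, 15 min room-temperature fixation | Controls: Ellipticine 6 µM positive control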
S100A4 inh HTS – inhibitors of S100A4-myosin IIA peptide binding, primary screen, biochemical, fluorescence polarization, TAMRA-MyoIIA peptide. Protein S100-A4 (Homo sapiens), P26447. inhibition, % at 10.7 µM. actives 0.14% (n = 360,000). AID 652163, 2013;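 active means mean inhibition of at least 70% across replicates, with every replicate also reaching that level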
Target sequence (P26447 whole entry, looked up): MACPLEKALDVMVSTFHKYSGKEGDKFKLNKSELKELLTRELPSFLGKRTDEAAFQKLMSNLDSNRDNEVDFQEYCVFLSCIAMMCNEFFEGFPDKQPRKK
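Material: S100A4 monomer protein | Medium: HEPES pH 7.2 with CaCl2, KCl, NaCl, DTT, Triton | Reagent: Labelled myosin peptide probe, 5 nM | Doses: One dose per compound | Times: 5 min incubation before reading | Benchmarks: Neutral control DMSO, positive control TFP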
ERAP1 HTS inh – human ERAP1 aminopeptidase inhibitors, primary screen, biochemical, single point, plate reader; Endoplasmic reticulum aminopeptidase 1 (Homo sapiens), Q9NZ08; recombinant ERAP1, Leu-AMC fluorescence, 60 min; inhibition, % at 10.7 µM; actives 0.15% (n = 340,000);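 active means mean replicate inhibition of at least 30%, or all replicates individually reaching that 30% level; inactive means mean below 30% and not every replicate reaching it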;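 further: 0% = neutral control wells and 100% = L-leucinethiol positive control wells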
RAD54 branch – inhibitors of human RAD54 branch migration, primary screen, biochemical, fluorescence, single point; DNA repair and recombination protein RAD54-like (Homo sapiens), Q92698; actives 0.14% (n = 360,000); inhibition, % at 10.4 µM; RAD54 Holliday junction branch migration, FAM/BHQ fluorescence; AID 602329, 2012;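 active means mean normalized replicate activity at least 40 and at least half of replicates scoring 40 or more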;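 further: 0% = median of neutral control wells and 100% = median of positive control wells; inhibitors cause a drop in the FAM fluorescence signal; in these data hits start at about 50%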
esBAF inh – Bmi1 luciferase reporter increase in mESCs, primary screen, esBAF inhibitor project, mouse ES cells, Bmi1 luciferase knock-in, single point. 24 h; 100% = twice the neutral-well signal. reporter increase, % at 12.5 µM. actives 2% (n = 350,000); in the data active means activation above about 40%;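 further: 0% = median of the plate's neutral control wells and 100% = double that signal; a rise in the Bmi1 reporter signal indicates esBAF inhibition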
E-sel inducer – E-selectin induction in HUVECs, primary screen, imaging, HUVEC, immunofluorescence imaging, single point; activation, % at 7.58 µM; P16581; actives 0.37% (n = 260,000); normalized: neutral wells 0, TNF-alpha wells 100; AID 686992, 2013;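 active means mean E-selectin-positive cell signal at least 10% of the positive control, reached in at least 60% of replicates, without over 20% cell loss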;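 further: in these data hits start at about 27%; measured in HUVEC primary endothelial cells; signal is the percent of cells scored E-selectin positive by PE staining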
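Test system – human umbilical vein endothelial cells (HUVEC), E-selectin induction · Input – 3,000 HUVEC seeded per well · Buffer or medium – EGM-2, gelatin · Compound dosing – single-point compound dose · Detection – immunofluorescence imaging · Measure – percent E-selectin-positive cells · Controls – TNF-alpha high, DMSO low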
RAD52 inh – RAD52 DNA annealing inhibitors, primary screen, biochemical, FRET, single point, set 2; AID 651710, 2012; actives 0.46% (n = 360,000); inhibition, % at 18.7 µM; DNA repair protein RAD52 homolog (Homo sapiens), P43351; recombinant RAD52 DNA annealing, FRET fluorescence;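 active means every replicate showing at least 50% inhibition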
Target sequence (P43351 whole entry, looked up): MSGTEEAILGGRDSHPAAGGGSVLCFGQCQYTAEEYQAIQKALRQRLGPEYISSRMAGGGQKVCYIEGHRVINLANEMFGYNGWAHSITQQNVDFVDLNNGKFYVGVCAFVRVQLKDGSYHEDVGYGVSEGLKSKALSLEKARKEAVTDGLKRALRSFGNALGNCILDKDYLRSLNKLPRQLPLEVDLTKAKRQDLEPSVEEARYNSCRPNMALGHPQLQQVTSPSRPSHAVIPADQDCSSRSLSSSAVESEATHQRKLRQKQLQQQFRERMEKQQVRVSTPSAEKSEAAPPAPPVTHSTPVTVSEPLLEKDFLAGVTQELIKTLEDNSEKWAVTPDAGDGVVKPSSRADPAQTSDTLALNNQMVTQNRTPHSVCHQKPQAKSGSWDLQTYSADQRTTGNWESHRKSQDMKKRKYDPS
ERp5 inh – inhibitors of ERp5-driven insulin aggregation, primary screen, biochemical, turbidity, absorbance 650 nm, single point; inhibition, % at 9.99 µM; actives 0.05% (n = 350,000); AID 651711, 2012; Protein disulfide-isomerase A6 (Homo sapiens), Q15084; 90 min;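 active means mean replicate inhibition above about 25%, with every replicate also reaching it, limit read from the data, passing the limit was not always enough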
Target sequence (Q15084 whole entry, looked up): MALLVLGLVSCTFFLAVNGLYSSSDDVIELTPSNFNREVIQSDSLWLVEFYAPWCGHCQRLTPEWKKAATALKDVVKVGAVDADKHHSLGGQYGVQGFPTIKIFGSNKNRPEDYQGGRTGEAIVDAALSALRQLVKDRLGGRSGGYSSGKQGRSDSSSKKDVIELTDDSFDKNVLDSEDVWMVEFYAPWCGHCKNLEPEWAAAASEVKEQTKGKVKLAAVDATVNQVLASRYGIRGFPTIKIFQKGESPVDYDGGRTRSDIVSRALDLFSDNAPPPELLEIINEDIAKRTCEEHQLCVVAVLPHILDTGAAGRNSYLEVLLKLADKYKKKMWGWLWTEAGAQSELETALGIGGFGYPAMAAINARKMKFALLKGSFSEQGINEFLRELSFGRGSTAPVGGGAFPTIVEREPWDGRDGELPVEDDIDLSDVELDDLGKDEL
* hit, by the source's call; x = not tested or not shown; & = joins results of further samples.

SMILES	Xi reactivation	S100A4 inh HTS	ERAP1 HTS inh	RAD54 branch	esBAF inh	E-sel inducer	RAD52 inh	ERp5 inh
CC1(C)CC2(CC(c3ccccc3)Oc3cc(O)ccc32)NC(=O)N1 (configuration not stated)	0.1	-7	-1	x	x	x	-11	4
Cc1nn(Cc2ccccc2)c(C)c1NS(=O)(=O)c1ccccc1	0.1	-2	-3	1	x	-3.5	-31	-8
COc1ccc(CCNc2ccc(C(CC(N)=O)NC(=O)c3ccc(Br)cc3)cc2[N+](=O)[O-])cc1 (configuration not stated)	0.0	7	0	-7	3	0.2	-50	0
Cc1noc(C)c1S(=O)(=O)Nc1cccc2c1O[C@@H](CN(C)Cc1ccc(C(=O)Nc3ccccc3N)cc1)[C@@H](C)CN([C@H](C)CO)C2=O	-0.6	4	-3	x	x	0.0	-7	-1
COc1cccc(-c2cn(CC[C@H]3CC[C@H](NC(=O)CC4CC4)[C@@H](CO)O3)nn2)c1	0.9	45	-1	-6	12	-0.3	10	-1
CNC[C@@H]1Oc2cc(-c3ccccc3OC)ccc2S(=O)(=O)N([C@H](C)CO)C[C@H]1C	0.0	-14	1	-2	-7	1.6	-19	-1
O=C(CSc1ccccc1)Nc1ccc2c(c1)OCO2	0.4	-9	2	-7	44*	3.3	-15	-6
CCOc1ccc(-c2cccc(NC(=O)c3ccc(Br)o3)c2)nn1	0.0	-5	-2	5	x	0.0	-13	-4
Nc1ncc(Br)cc1S(=O)(=O)NCCc1ccccc1	0.4	-4	2	-1	-5	x	-6	-2
COc1ccc(C)cc1NC(=O)c1ccc([N+](=O)[O-])cc1[N+](=O)[O-]	0.1	2	x	6	-7	5.3	-6	-1
CCC1([N+](=O)[O-])COC(c2ccc(OC)cc2)OC1 (configuration not stated)	0.3	0	0	2	3	-0.2	1	0
CC1(C)CC(=O)C(C(c2cc([N+](=O)[O-])ccc2Cl)C2C(=O)CC(C)(C)CC2=O)C(=O)C1	0.0	-5	x	15	x	4.2	-10	8
O=C(CCN1CCCCC1)NCC[C@H]1CC[C@@H](NC(=O)C2CCC2)[C@H](CO)O1	-0.6	5	-2	2	0	-0.7	-5	-1
CNC(=S)N1CCC(c2nc3ccccc3s2)CC1	0.0	-4	0	x	x	x	2	1
CN1CCN(c2nc3c(c(=O)n(C)c(=O)n3C)n2CCSc2nnnn2-c2ccccc2)CC1	1.2	6	-1	x	x	x	3	1
Cc1ccc(CN2CCNC(=O)C2CC(=O)N2CCN(c3ncccn3)CC2)o1 (configuration not stated)	0.1	1	-1	1	-1	x	-3	3
CCOc1ccc2nc(N(CCCN(C)C)C(=O)c3ccc(S(=O)(=O)N4CCc5ccccc5C4)cc3)sc2c1	0.4	-7	-5	-2	-31	0.2	59*	0
CCCCCCn1c(COc2ccccc2F)nnc1SCC(=O)NC1CCS(=O)(=O)C1 (configuration not stated)	0.4	-6	2	5	8	0.5	-10	-2
Cc1cc(S(=O)(=O)Nc2cccc(Cl)c2)c(C)s1	0.6	-5	-1	x	x	x	-9	-4
CN(C)S(=O)(=O)c1cccc(NC(=O)COC(=O)/C=C/c2ccc([N+](=O)[O-])cc2)c1	0.0	-1	-4	x	x	0.9	-14	-1
COc1ccc(C(CC(=O)Nc2ncccc2C)N2Cc3ccccc3C2=O)cc1 (configuration not stated)	0.1	-3	-4	13	-1	0.1	-3	4
O=C(COc1ccc(Br)cc1Br)NN1C(=O)c2ccccc2C1=O	-0.1	-3	-1	-1	x	0.2	-1	3
CCC(=O)Nc1cccc(C(=O)Nc2nccs2)c1	0.0	-2	-4	0	x	-0.1	-4	-2
CCCN(CCC)CCCNC(=O)Cn1cnc2sc(C)c(S(=O)(=O)N3CCCCC3)c2c1=O	0.3	-2	1	-18	-8	0.1	-8	-2
COC(=O)C1=CN(c2ccc(N3CCOCC3)cc2)C(N)=C(C#N)C1c1cccc(F)c1 (configuration not stated)	0.0	6	x	x	x	1.3	-16	-5
CC(C)(C)c1ccc(/C=N/Nc2cccc(C(=O)O)c2)cc1	0.5	-4	-2	x	x	x	-22	4
COc1ccc2c3c([nH]c2c1)[C@H](CO)N(Cc1ccc(F)cc1)CC31CCN(C(C)=O)CC1	0.3	-5	-9	x	x	-0.7	-100	5
Cc1ccc(CN2CCN(Cc3ccc(-n4cccn4)cc3)CC2CCO)cc1 (configuration not stated)	0.0	-5	-2	-7	1	x	-6	0
COc1cc(C2c3cc4c(cc3OC(NCc3ccccc3)C2C)OCO4)cc(OC)c1OC (configuration not stated)	3.0	6	0	x	x	0.1	-8	11
COc1ccc(Br)cc1C(=O)Nc1cccc(C)c1C	0.0	-8	1	x	x	x	-15	9
CCOC(=O)C(=CNc1ccc(O)c(C(=O)OC)c1)C(=O)OCC	0.0	7	1	1	0	-0.8	-17	1
CC(=O)Nc1ccc2c(c1)ncn2C1CCCCC1	x	1	6	7	x	x	-7	1
CC1CCN(S(=O)(=O)c2ccc3c(c2)N(CC(=O)NCCCN(Cc2ccccc2)C(C)C)C(=O)CO3)CC1	0.0	-6	-1	-6	-4	x	-2	5
C[C@@H](NC(=O)[C@@H]1N[C@@H]2c3ccc(-c4cccnc4)c(=O)n3C[C@@H]2[C@H]1CO)c1ccccc1	0.0	14	1	0	0	-0.2	-15	-2
CN(C)c1ccc(C=c2c3ccccc3n3c2c2ccccc2[n+]3C)cc1	-0.2	-5	5	x	x	x	45	0
CS(=O)(=O)N1CC(=O)N2[C@@H](CO)[C@H](c3ccc(C#Cc4ccc(F)cc4)cc3)[C@@H]2C1	0.2	5	-1	x	x	0.1	3	-7
COc1ccc(S(=O)(=O)N2CCOCC2)cc1NC(=O)c1ccc(Cl)cc1	0.3	-8	-3	-3	-3	x	-3	1
C[C@@H]1CCCCO[C@H](CN(C)C(=O)CCCN(C)C)[C@H](C)CN([C@H](C)CO)C(=O)c2cc(NC(=O)Nc3cccc4ccccc34)ccc2O1	0.0	23	1	12	-1	0.3	24	-1
NS(=O)(=O)c1ccc(CNC(=O)Cc2ccsc2)cc1	0.0	-2	0	6	x	-0.2	-8	5
Cc1cc(C)cc(N(CC(=O)NCc2ccco2)S(=O)(=O)c2c(C)noc2C)c1	0.2	-7	x	1	-2	x	-18	-3
CC12CC(c3ccccc3O1)C(/C(N)=N/NC(=O)c1ccc(F)cc1)C(=O)N2 (configuration not stated)	-0.1	-1	1	x	x	x	-11	-2
CN(C(=O)COC(=O)c1nc(Cl)ccc1Cl)C1CCS(=O)(=O)C1 (configuration not stated)	0.0	-6	5	3	3	0.5	-9	-2
CN1C(=O)c2cc(NC(=O)c3cccc(F)c3)ccc2OC[C@H]2O[C@H](CC(=O)NCC3CCCCC3)CC[C@H]21	0.1&0.0	-2&-5	-4&-3	2&-1	3&2	0.1&-0.2	18&11	-4&2
Cn1cc(C2OC(=O)c3ccccc32)c2ccccc21 (configuration not stated)	0.1	0	-4	-2	0	-0.1	-6	5
C=CCN1C(=O)[C@@]2(Cc3ccccc3)N=C(c3ccc(OCCCO)cc3)O[C@H]2c2ccccc21	x	2	-4	-3	x	x	0	-2
CC(C)C(=O)Nc1ccc2c(c1)C(=O)N(C)[C@H]1CC[C@@H](CC(=O)NCc3ccc(F)cc3)O[C@@H]1CO2	0.3	-3	2	7	-5	0.0	11	-2
Cc1cc(C)cc(OCC(=O)OCC(=O)N(C)CC(=O)Nc2ccc(F)cc2)c1	0.1	-2	-2	4	-5	-0.1	-2	-18
O=C(COC(=O)/C=C/c1ccccc1)NC1CCS(=O)(=O)C1 (configuration not stated)	0.1	-2	1	-4	1	-1.1	-3	2
CCn1c(SCC(=O)c2cc(OC)ccc2OC)nnc1-c1ccncc1	x	-12	-1	5	3	x	8	5
COc1cccc2sc(N(CCN(C)C)C(=O)c3ccc(S(=O)(=O)N4CCCC4)cc3)nc12	0.3	-5	1	0	-9	-0.2	-6	6
CCOc1ccc(OCCNC(=O)c2ccc3c(c2)nnn3CC)cc1	0.2	1	-1	-20	5	x	-15	1
CCC(C)NC(=O)CC(NS(=O)(=O)c1ccc(NC(C)=O)cc1)C(C)C (configuration not stated)	0.0	-3	-5	1	-6	0.6	-15	5
CC(C)(C)C(=O)CN1C(=O)NC(c2ccccc2)(c2ccccc2)C1=O	x	7	-2	2	-7	x	-3	3
Cc1ccc(NC(=O)c2ccc3c(=O)n4c(nc3c2)CCCCC4)cc1F	0.3	-22	3	-6	19	x	-13	5
COCC(=O)Nc1ccc2c(c1)C(=O)N(C)C[C@H](OC)[C@@H](C)CN(Cc1ccccn1)[C@H](C)CO2	0.0	9	0	-12	-8	0.4	-12	1

In the list so far, these have fluorine:
SMILES	Xi reactivation	S100A4 inh HTS	ERAP1 HTS inh	RAD54 branch	esBAF inh	E-sel inducer	RAD52 inh	ERp5 inh
CCCCCCn1c(COc2ccccc2F)nnc1SCC(=O)NC1CCS(=O)(=O)C1 (configuration not stated)	0.4	-6	2	5	8	0.5	-10	-2
COC(=O)C1=CN(c2ccc(N3CCOCC3)cc2)C(N)=C(C#N)C1c1cccc(F)c1 (configuration not stated)	0.0	6	x	x	x	1.3	-16	-5
COc1ccc2c3c([nH]c2c1)[C@H](CO)N(Cc1ccc(F)cc1)CC31CCN(C(C)=O)CC1	0.3	-5	-9	x	x	-0.7	-100	5
CS(=O)(=O)N1CC(=O)N2[C@@H](CO)[C@H](c3ccc(C#Cc4ccc(F)cc4)cc3)[C@@H]2C1	0.2	5	-1	x	x	0.1	3	-7
CC12CC(c3ccccc3O1)C(/C(N)=N/NC(=O)c1ccc(F)cc1)C(=O)N2 (configuration not stated)	-0.1	-1	1	x	x	x	-11	-2
CN1C(=O)c2cc(NC(=O)c3cccc(F)c3)ccc2OC[C@H]2O[C@H](CC(=O)NCC3CCCCC3)CC[C@H]21	0.1&0.0	-2&-5	-4&-3	2&-1	3&2	0.1&-0.2	18&11	-4&2
CC(C)C(=O)Nc1ccc2c(c1)C(=O)N(C)[C@H]1CC[C@@H](CC(=O)NCc3ccc(F)cc3)O[C@@H]1CO2	0.3	-3	2	7	-5	0.0	11	-2
Cc1cc(C)cc(OCC(=O)OCC(=O)N(C)CC(=O)Nc2ccc(F)cc2)c1	0.1	-2	-2	4	-5	-0.1	-2	-18
Cc1ccc(NC(=O)c2ccc3c(=O)n4c(nc3c2)CCCCC4)cc1F	0.3	-22	3	-6	19	x	-13	5
